PostGolgi ctrl: growth of the yeast control strain, post-Golgi counter-screen. inhibition, % at 10 µM. actives 5% (n = 98,000). efflux-deficient yeast background strain, growth absorbance A615, 16 h. AID 738
HUVEC inhibit: human endothelial cell proliferation inhibition | HUVEC proliferation, CellTiter-Glo luminescence, 72 h; stronger effect = lower value | viability, % at 10 µM (by protocol) | actives 1.1% (n = 86,000) | AID 648;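 active = viability at or below 30%; inactive = viability above 30%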;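 also: 100% = median luminescence of DMSO-only cell control wells on each plate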
S1P2 agonist: activates the human S1P2 receptor | S1P2-expressing cell line, agonist reporter read-out | actives 0.46% (n = 97,000) | AID 729 | activation, % at 4.5 µM | O95136; in the data active = activation above about 16%;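 also: 0% = vehicle low control and 100% = maximal reference agonist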
Target sequence (O95136 whole entry, looked up): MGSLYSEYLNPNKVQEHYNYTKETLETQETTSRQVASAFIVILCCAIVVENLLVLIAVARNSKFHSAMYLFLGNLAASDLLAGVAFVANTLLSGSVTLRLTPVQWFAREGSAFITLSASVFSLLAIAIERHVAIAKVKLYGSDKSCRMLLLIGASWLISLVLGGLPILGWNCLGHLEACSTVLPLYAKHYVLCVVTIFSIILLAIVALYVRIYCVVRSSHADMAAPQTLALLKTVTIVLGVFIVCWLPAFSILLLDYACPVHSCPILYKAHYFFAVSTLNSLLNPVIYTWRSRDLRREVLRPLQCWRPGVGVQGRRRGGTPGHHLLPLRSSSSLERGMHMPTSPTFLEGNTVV
PostGolgi yeast: growth inhibition of a yeast mutant, post-Golgi transport screen | inhibition, % at 10 µM | post-Golgi transport phenotypic cell assay | actives 0.9% (n = 98,000) | AID 739;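 also: yeast cells grown in 1536-well plates; yeast grown about 18 h at 30C before absorbance read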
E coli WT exp: blocks growth of wild type E. coli BW25113; OD600 absorbance; growth inhibition, % at 100 µM; actives 0.15% (n = 98,000); AID 710;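 active = growth inhibition above about 50% at one test dose, limit read from the data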;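 also: growth measured after 20 h incubation at 37 °C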
hDAT+cocaine: human DAT dopamine uptake with cocaine, either direction; B-score at 10 µM; LLC-PK1 hDAT cells, [14C]-dopamine uptake with cocaine IC80; actives deviate in either direction; actives 1.3% (n = 110,000); Q01959;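 active = Z score or B-score, a plate-position-corrected score, falls beyond the plate's 99.7% confidence bounds, in either direction; inactive = both scores lie inside the 99.7% bounds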;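 also: scored against the spread of the other compound wells on the same plate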
Target sequence (Q01959 whole entry, looked up): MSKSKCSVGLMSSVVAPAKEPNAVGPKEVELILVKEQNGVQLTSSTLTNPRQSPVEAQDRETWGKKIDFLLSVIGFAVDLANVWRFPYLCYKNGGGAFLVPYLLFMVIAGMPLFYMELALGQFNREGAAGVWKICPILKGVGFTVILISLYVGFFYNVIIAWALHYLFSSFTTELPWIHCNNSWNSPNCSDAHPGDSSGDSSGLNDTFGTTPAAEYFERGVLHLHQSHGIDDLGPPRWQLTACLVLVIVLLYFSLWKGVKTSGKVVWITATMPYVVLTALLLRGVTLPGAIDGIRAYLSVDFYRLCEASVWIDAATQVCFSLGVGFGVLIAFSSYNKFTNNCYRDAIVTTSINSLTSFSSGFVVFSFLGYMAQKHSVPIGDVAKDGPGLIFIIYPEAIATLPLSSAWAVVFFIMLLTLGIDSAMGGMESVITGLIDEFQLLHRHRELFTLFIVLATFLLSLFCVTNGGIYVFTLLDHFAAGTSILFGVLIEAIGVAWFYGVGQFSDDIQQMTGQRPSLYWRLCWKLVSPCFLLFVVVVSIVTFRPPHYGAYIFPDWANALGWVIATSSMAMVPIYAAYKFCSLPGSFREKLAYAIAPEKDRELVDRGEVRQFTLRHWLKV
H69AR inhibit: blocks growth of human H69AR lung tumor cells; H69AR lung tumor viability, ATP luminescence, 72 h; stronger effect = lower value; viability, % at 10 µM; actives 6% (n = 85,000); AID 598;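 active = viability at or below 40%; inactive = viability above 40%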;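 also: multidrug resistant small cell line overexpressing MRP-1 efflux transporter; 100% = mean luminescence of untreated control wells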
Lung fibro prol: blocks proliferation of human lung fibroblasts; LL 47 human lung fibroblast viability, ATP luminescence; stronger effect = lower value; viability, % at 10 µM; actives 1.1% (n = 85,000);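 active = viability at or below 50% in the single dose screen; inactive = viability above 50%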;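 also: compound exposure lasted 72 h before the ATP readout; 100% = median luminescence of untreated cell-only wells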
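Benchmarks: Cell-only wells, no compound | Test system: LL 47 human lung fibroblasts, passage 12 or lower | Input: 1,150 cells/well | Measured by: CellTiter-Glo luminescence measuring cellular ATP | Medium: IMEM, 15% FBS supplement | Schedule: Overnight attachment after seeding, then 72 h compound exposure at 37 °C | Doses: Compound addition at 0.1% DMSO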
S1P2 blocker: blocks the human S1P2 receptor; actives 0.21% (n = 97,000); inhibition, % at 5 µM; O95136; cell-based S1P2 antagonist assay, inhibition at 5 uM; in the data active = inhibition above about 45%;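 also: CRE beta-lactamase reporter cells expressing human S1P2 stimulated with S1P; 0% = agonist at EC80 alone and 100% = agonist plus reference antagonist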
An asterisk follows results filed as active; / = not tested or not shown. Rule as the data show it, unless noted: active = inhibition above about 30%; inactive = the rest.

SMILES | PostGolgi ctrl | HUVEC inhibit | S1P2 agonist | PostGolgi yeast | E coli WT exp | hDAT+cocaine | H69AR inhibit | Lung fibro prol | S1P2 blocker
CCOC(=O)N1CCN(c2c(-c3ccc(C)c(C)c3)c(=O)c2=O)CC1 | 1 | 97 | / | -3 | -10 | 0.43 | 87 | 103 | /
CCSc1ccccc1C(=O)Nc1cccnc1 | 12 | 110 | -1 | -1 | -16 | -0.61 | / | 96 | 29
CCCCn1c(=O)n(C)c(=O)c2c3c(sc21)COC(C)(C)C3 | 3 | 101 | 1 | 0 | -6 | 0.55 | 69 | 93 | -5
O=C1c2ccccc2C(=O)N1CCc1csc(-c2ccc(F)cc2)n1 | 20 | / | -4 | -12 | 1 | 0.16 | / | / | -4
c1ccc(C(c2nnnn2Cc2ccco2)N2CCN(C3CCCC3)CC2)cc1 (configuration not stated) | 0 | 92 | / | -5 | 6 | -1.1 | 100 | 102 | /
COc1ccc(N(CC(=O)NCc2ccco2)S(C)(=O)=O)cc1OC | 11 | 107 | -2 | 4 | -8 | 0.67 | 103 | 101 | -3
CCOc1ccc(N(CC(=O)N2CCc3ccccc32)S(=O)(=O)c2c(C)noc2C)cc1 | 28 | 91 | -6 | -6 | -11 | 0.37 | 74 | 86 | -11
O=C(NCC(F)(F)F)Nc1cccnc1 | -3 | 91 | -6 | -5 | 4 | -0.0084 | 104 | 97 | -14
COC(=O)c1ccccc1S(=O)(=O)NC(=O)c1ccccc1 | 17 | 97 | -2 | 1 | 1 | -0.37 | 119 | 94 | -7
COc1ccc(N2C(=O)CC(N3CCC(c4nc5ccccc5[nH]4)CC3)C2=O)cc1 (configuration not stated) | 6 | 96 | -2 | 2 | -2 | -0.57 | 115 | 101 | -18
Cc1noc(NS(=O)(=O)c2ccc(NC(=O)COc3ccc(Cl)cc3Cl)cc2)c1C | -4 | 79 | -12 | 8 | 5 | / | 94 | 97 | 15
Cc1nc2nc[nH]n2c(=O)c1CC(=O)O | 25 | / | 1 | -2 | -7 | -0.033 | / | / | -3
O=C1/C(=C/c2ccc(F)cc2)SC(=S)N1Nc1ncc(C(F)(F)F)cc1Cl | 17 | / | 2 | -3 | -7 | -0.54 | / | / | 9
CCn1c(COc2ccccc2)nnc1SCC(=O)c1cccc([N+](=O)[O-])c1 | -4 | / | -7 | -5 | 14 | 1 | / | / | 16
CCOC(=O)c1csc(NC(=O)c2ccccc2)n1 | 15 | 98 | 1 | -4 | 19 | 0.97 | 68 | 94 | -2
Cn1c(Cn2c(=O)sc3ccccc32)nnc1SCC(=O)NCCc1ccccc1 | 6 | 110 | / | 2 | -10 | -0.37 | 92 | 110 | /
Cc1cc(NC(=O)CSc2nc3ccccc3c(=O)n2C2CCCC2)no1 | -12 | 55 | 2 | 1 | -2 | -0.078 | 29* | 53 | -13
CCCCN(C)Cc1c(C)[nH]c2ccc(Cl)cc2c1=O | 13 | 92 | -2 | -4 | -15 | -0.24 | 78 | 97 | -3
Cc1cc(NC(=O)c2cc(-c3cccs3)on2)nn1Cc1ccc(Cl)cc1 | 5 | 57 | 0 | 5 | -9 | / | 26* | 94 | 21
CNC(=S)N1CCN(c2cccc(OC)c2)CC1 | 1 | / | -9 | 8 | -1 | -0.23 | / | / | 8
C(#Cc1ccccc1)Cn1nnc2ccccc21 | 9 | 91 | -3 | -2 | 11 | -0.36 | 92 | 99 | -1
COc1ccc(-c2cc(C(=O)Nc3c(C)nn(Cc4ccccc4Cl)c3C)no2)cc1OC | 5 | 47 | -9 | -3 | -13 | -0.053 | 20* | 81 | 20
Cc1csc(C(=O)O)c1-n1cccc1 | 2 | / | -3 | -4 | -9 | -0.47 | / | / | -3
COc1ccc(O)c(-c2cc(C(F)(F)C(F)F)nc(-c3ccccc3)n2)c1 | 6 | 80 | -3 | 1 | -10 | 0.3 | 34* | 94 | 2
Cc1onc(-c2ccccc2Cl)c1C(=O)Nc1ccccc1C(N)=O | 1 | 106 | -8 | 1 | 4 | 0.7 | 82 | 96 | -1
O=C(c1ccc(Cl)cc1)N1CCN(C(=O)c2ccco2)CC1 | 10 | / | -4 | -1 | 6 | -0.46 | / | / | -5
COc1ccc2cc(CN(CC3CCCO3)S(=O)(=O)c3ccccc3Cl)c(=O)[nH]c2c1 (configuration not stated) | 14 | 97 | -3 | 1 | 2 | 0.17 | 78 | 104 | -6
Cc1cccc(Cn2c(SCCO)nc3c2c(=O)n(C)c(=O)n3C)c1 | 4 | 87 | -3 | -11 | -5 | 1.5 | 89 | 85 | 3
CN(C)CCNc1oc(COc2ccc(-c3ccccc3)cc2)nc1C#N | 10 | 40 | -3 | -3 | 18 | 0.15 | 15* | 45* | 4
CCOc1ccc(N2C(=O)C3CCCN3C2=O)cc1 (configuration not stated) | 14 | 95 | -4 | -10 | 4 | -0.77 | 101 | 111 | -1
CCn1c(Cn2nnc(-c3ccccc3)n2)nnc1SCC(=O)Nc1ccc(C(C)=O)cc1 | -2 | 93 | -4 | -16 | -3 | -0.059 | 92 | 102 | 8
Cc1ccc2c(c1)cc(CN(Cc1cccs1)C(=O)c1ccco1)c1nnnn12 | 42* | 79 | 1 | 6 | -7 | 0.56 | 57 | 81 | -10
CCC(C)NC(=O)C1CCCN(S(=O)(=O)c2ccc(-n3cnnn3)cc2)C1 (configuration not stated) | 1 | 96 | -6 | -1 | 3 | -0.46 | 97 | 75 | -1
CCOc1ccc(CNn2nnnc2N)cc1 | -6 | 100 | -2 | 12 | 2 | -1.6 | 107 | 102 | -39
CC1=CCC(COC(=O)Nc2ccccc2)CC1 (configuration not stated) | 31* | 103 | -4 | 1 | 14 | -0.83 | 98 | 99 | 0
O=C1CCCN1c1ccc(S(=O)(=O)Oc2ccc(Cl)cc2)cc1[N+](=O)[O-] | 11 | / | -5 | -5 | -5 | 0.092 | / | / | 16
Cc1cc(C)c(NC(=O)CSc2nnc(-c3ccncc3)n2Cc2ccco2)c(C)c1 | 3 | 98 | -4 | 10 | -6 | 0.056 | 96 | 104 | -5
CC(C)OCCCN1CN(S(=O)(=O)c2ccccc2)c2nc3ccccc3nc21 | 8 | 97 | -16 | 3 | -5 | 1.2 | 94 | 92 | 2
CN(C(=O)c1cc2nc(-c3ccco3)cc(C(F)(F)F)n2n1)C1CCCCC1 | 12 | 75 | 1 | -2 | -1 | -0.65 | 80 | 95 | 1
CC(C)(C)C(=O)OCC1OC(n2cnc(C(N)=O)n2)C(O)C1O (configuration not stated) | 15 | 109 | -4 | 1 | 3 | 0.76 | 94 | 105 | 7
CCC(=O)N1c2ccc(S(=O)(=O)CCC(=O)NCc3ccc4c(c3)OCO4)cc2CC1C (configuration not stated) | 6 | 99 | -6 | 12 | 7 | -2 | 89 | 89 | -2
COC(=O)CCC(NC(=O)c1cc(-c2ccc3c(c2)OCCO3)oc1C)C(=O)OC (configuration not stated) | 4 | / | -6 | -1 | 2 | 0.53 | / | / | 9
CCOc1ccc2nc(C(C)O)[nH]c2c1 (configuration not stated) | 1 | 97 | -7 | 5 | 1 | -0.78 | 101 | 99 | -3
C=CCNC(=O)CN(c1ccc(F)cc1)S(=O)(=O)c1ccc(OC)cc1 | 1 | 92 | -10 | 1 | -6 | 0.13 | 101 | 97 | -14
CCOC(=O)Cc1c(C)nc2c(-c3cccc(Br)c3)c[nH]n2c1=O | 23 | 4.7* | / | 11 | 12 | 0.99 | 28* | 63 | /
O=C(O)CCc1ccc(-c2cccs2)n1CCC(=O)O | -1 | 100 | -3 | -5 | -15 | -0.48 | 86 | 97 | -9
Nc1ccccc1Oc1ncc(C(F)(F)F)cc1Cl | 12 | / | -4 | 4 | 21 | 1.1 | / | / | 1
Cc1ccc(CNC(=O)c2ccc3c(=O)n(CCCN4CCCC4=O)c(=S)[nH]c3c2)cc1 | -1 | 102 | -2 | -3 | -16 | 0.18 | 82 | 101 | 2
Cc1cccc(N2C(=O)SC(N(CC(=O)O)c3cccc(C)c3)C2=O)c1 (configuration not stated) | 4 | 90 | -2 | -2 | 1 | -0.39 | 99 | 91 | 3
NC(=O)CN1CCN(c2ccccc2F)CC1 | -3 | 95 | / | -2 | 2 | 0.26 | 90 | 110 | /
COc1ccc(OCc2ccc(C(=O)N3CCOCC3)cc2)cc1 | / | 91 | -1 | / | / | 0.4 | 88 | 103 | -25

No new results follow: 12 of the compounds above.
SMILES | PostGolgi ctrl | HUVEC inhibit | S1P2 agonist | PostGolgi yeast | E coli WT exp | hDAT+cocaine | H69AR inhibit | Lung fibro prol | S1P2 blocker
CCOC(=O)N1CCN(c2c(-c3ccc(C)c(C)c3)c(=O)c2=O)CC1 | 1 | 97 | / | -3 | -10 | 0.43 | 87 | 103 | /
CCSc1ccccc1C(=O)Nc1cccnc1 | 12 | 110 | -1 | -1 | -16 | -0.61 | / | 96 | 29
CCCCn1c(=O)n(C)c(=O)c2c3c(sc21)COC(C)(C)C3 | 3 | 101 | 1 | 0 | -6 | 0.55 | 69 | 93 | -5
O=C1c2ccccc2C(=O)N1CCc1csc(-c2ccc(F)cc2)n1 | 20 | / | -4 | -12 | 1 | 0.16 | / | / | -4
c1ccc(C(c2nnnn2Cc2ccco2)N2CCN(C3CCCC3)CC2)cc1 (configuration not stated) | 0 | 92 | / | -5 | 6 | -1.1 | 100 | 102 | /
COc1ccc(N(CC(=O)NCc2ccco2)S(C)(=O)=O)cc1OC | 11 | 107 | -2 | 4 | -8 | 0.67 | 103 | 101 | -3
CCOc1ccc(N(CC(=O)N2CCc3ccccc32)S(=O)(=O)c2c(C)noc2C)cc1 | 28 | 91 | -6 | -6 | -11 | 0.37 | 74 | 86 | -11
O=C(NCC(F)(F)F)Nc1cccnc1 | -3 | 91 | -6 | -5 | 4 | -0.0084 | 104 | 97 | -14
COC(=O)c1ccccc1S(=O)(=O)NC(=O)c1ccccc1 | 17 | 97 | -2 | 1 | 1 | -0.37 | 119 | 94 | -7
COc1ccc(N2C(=O)CC(N3CCC(c4nc5ccccc5[nH]4)CC3)C2=O)cc1 (configuration not stated) | 6 | 96 | -2 | 2 | -2 | -0.57 | 115 | 101 | -18
Cc1noc(NS(=O)(=O)c2ccc(NC(=O)COc3ccc(Cl)cc3Cl)cc2)c1C | -4 | 79 | -12 | 8 | 5 | / | 94 | 97 | 15
Cc1nc2nc[nH]n2c(=O)c1CC(=O)O | 25 | / | 1 | -2 | -7 | -0.033 | / | / | -3

Source: PubChem
